MazF activator: activators of E. coli MazEF toxin-antitoxin RNase, primary screen, biochemical, fluorescence, uHTS; activation, % at 20 µM; FAM/BHQ RNA-DNA oligo cleavage fluorescence, 5 h; 0.32% of 350,000 active; AID 504720, 2011; Endoribonuclease toxin MazF (Escherichia coli (strain K12)), P0AE70; in the data active means activation above about 50%
Target sequence (P0AE70 whole entry, looked up): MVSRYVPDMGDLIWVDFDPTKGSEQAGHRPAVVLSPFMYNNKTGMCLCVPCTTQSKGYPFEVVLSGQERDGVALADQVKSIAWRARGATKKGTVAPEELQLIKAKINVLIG
PriA SSB inh: inhibitors of Klebsiella pneumoniae PriA binding to SSB C-terminal tail, primary screen, biochemical, AlphaScreen; inhibition, % at 33 µM; AlphaScreen SSBct-PriA binding, biotinylated peptide; AID 1272365, 2023; PriA–SSB C-terminal tail interaction (Klebsiella pneumoniae); 0.6% of 430,000 active; in the data active means inhibition mostly above about 37%, no sharp cut-off; inactive means mostly below about 20%;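 further: plate controls were negative control peptide for no effect and reference peptide for full effect; strong numbers were not always called active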
DUSP3 inh: VHR1 phosphatase inhibitors, primary screen, biochemical, absorbance, uHTS; Dual specificity protein phosphatase 3 (Homo sapiens), P51452; recombinant VHR phosphatase, pNPP absorbance; inhibition, % at 13.3 µM; 0.52% of 290,000 active; in the data active means inhibition above about 50%; further: some compounds called inactive have numbers as strong as hits
FBA Mtb inh: Mtb FBA enzyme inhibitors, primary screen, biochemical, fluorescence, strain H37Rv; Fructose-bisphosphate aldolase (Mycobacterium tuberculosis (strain ATCC 25618 / H37Rv)), …; purified M. tuberculosis FBA, fluorescence read-out; inhibition, % at 1 µM; 2.3% of 360,000 active; AID 588726, 2011; in the data active means inhibition above about 27%;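 further: 0% = vehicle and 100% = reference inhibitor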
Target sequence (P9WQA3 whole entry, looked up): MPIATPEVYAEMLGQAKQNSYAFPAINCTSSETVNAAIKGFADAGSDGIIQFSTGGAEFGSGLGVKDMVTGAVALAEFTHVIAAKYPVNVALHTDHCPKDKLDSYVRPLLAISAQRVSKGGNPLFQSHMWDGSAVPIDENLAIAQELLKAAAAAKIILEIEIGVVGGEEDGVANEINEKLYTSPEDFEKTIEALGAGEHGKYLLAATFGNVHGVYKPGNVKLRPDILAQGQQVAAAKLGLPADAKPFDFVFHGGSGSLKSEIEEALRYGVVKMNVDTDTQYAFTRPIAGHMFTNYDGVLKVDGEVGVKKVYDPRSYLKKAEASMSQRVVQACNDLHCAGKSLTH
BH1578 lux ind: inducers of Vibrio cholerae quorum light production without autoinducers, primary screen, BH1578 luxS cqsA deficient, single point | V. cholerae BH1578 lux reporter, luminescence, 6 h | activation, % at 18.7 µM | 0.16% of 350,000 active; in the data active means activation mostly above about 9.7%, no sharp cut-off; further: not every result past the cut was called active; inactives centre near 0; reference of the scale not given here
Mtb BioA inh: M. tuberculosis BioA enzyme inhibitors, primary screen, biochemical, plate reader, single point, HTS. 7,8-diaminopelargonic acid synthase BioA (Mycobacterium tuberculosis). purified M. tuberculosis BioA enzyme. inhibition, % at 9.99 µM. 0.096% of 360,000 active. AID 602481, 2012; in the data active means inhibition above about 40%
3CLpro inhibitor: SARS-CoV 3CLpro protease inhibitors, primary screen, biochemical, quenched FRET; Replicase polyprotein 1ab (Severe acute respiratory syndrome coronavirus), P0C6X7; recombinant SARS-CoV 3CLpro, quenched FRET peptide cleavage; inhibition, % at 6 µM; 0.14% of 290,000 active; AID 1706, 2009; in the data active means inhibition above about 12%
GDH-TPI counter: GDH-TPI coupling enzyme inhibitors, primary screen, artefact control for M. tuberculosis FBA inhibitor project, biochemical, absorbance, full deck. GDH-TPI coupled enzyme counterscreen, NADH absorbance. inhibition, % at 4.8 µM. 1.2% of 360,000 active. AID 588335, 2011; in the data active means inhibition above about 30%;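 further: 0% = DMSO wells and 100% = wells lacking the enzyme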
UGM FP inh: M. tuberculosis UGM enzyme inhibitors, primary screen, biochemical, fluorescence polarization, single point; purified UGM, fluorescence polarization probe displacement; inhibition, % at 10 µM; 0.06% of 320,000 active; AID 504406, 2011; in the data active means inhibition above about 10%, passing the limit was not always enough
Target sequence (P9WIQ1 whole entry, looked up): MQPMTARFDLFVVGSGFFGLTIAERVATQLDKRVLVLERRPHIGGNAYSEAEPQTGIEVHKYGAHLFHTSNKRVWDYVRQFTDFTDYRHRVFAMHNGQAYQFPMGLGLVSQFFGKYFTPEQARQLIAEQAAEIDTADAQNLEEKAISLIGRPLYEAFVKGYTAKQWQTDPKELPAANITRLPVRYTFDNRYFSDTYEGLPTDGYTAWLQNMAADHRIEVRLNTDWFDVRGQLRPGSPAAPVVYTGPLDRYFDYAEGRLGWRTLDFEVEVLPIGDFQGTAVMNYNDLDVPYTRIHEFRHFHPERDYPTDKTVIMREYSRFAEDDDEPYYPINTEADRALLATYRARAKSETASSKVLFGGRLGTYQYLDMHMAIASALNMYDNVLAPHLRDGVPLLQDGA
Rv3671c protease: Rv3671c serine protease inhibitors, primary screen, biochemical, fluorescence polarization, M. tuberculosis H37Rv | AID 2606, 2010 | 0.048% of 320,000 active | inhibition, % at 5.96 µM; in the data active means inhibition above about 38%;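 further: extracellular domain of Rv3671c used as enzyme; 0% = enzyme with DMSO and 100% = no enzyme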
* marks the source's active call; other numbers are inactive results; i = inactive; / = no result given; + = active, no number; & = joins results of further samples. Some of the compounds tested; the hit share may differ from the screen's.

smiles,MazF activator,PriA SSB inh,DUSP3 inh,FBA Mtb inh,BH1578 lux ind,Mtb BioA inh,3CLpro inhibitor,GDH-TPI counter,UGM FP inh,Rv3671c protease
COc1ccc(-n2nnc3c(=O)n(CC(=O)N4CCCc5ccccc54)cnc32)cc1,33,-4,-9,0,-0.5,-1.0,2,10,0.7,-19
O=c1[nH]c(CSc2nnnn2-c2ccc(Cl)cc2)nc2ccccc12,-4,-16,18,0,-0.5,/,-1,-6,2.5,-3
CC(=O)c1cccc(NC(=O)c2ccc3c(c2)CCCC3)c1,3,2&-5,2,-2,2.6,0.0,0,7,1.1,-8
CCC(=O)Nc1ccc(C(=O)NNC(=O)c2cc([N+](=O)[O-])cc([N+](=O)[O-])c2)cc1,7,-6,12,-1,-0.2,-0.5,0,5,1.6,-16
CCN(CC(=O)NCCc1ccc(S(N)(=O)=O)cc1)Cc1nc2cc(OC)c(OC)cc2c(=O)[nH]1,-1,6,0,1,i,/,8,4,-6.5,7
COc1ccc(Cl)cc1NC(=O)C1CCN(S(C)(=O)=O)CC1,1,-8,10,2,-0.8,1.0,0,8,0.4,3
O=C(OCc1c(Cl)cccc1Cl)c1ccncc1,3,-9,27,0,-0.3,/,-2,-2,0.8,-6
C/C(CC(=O)NCc1ccco1)=N\NC(=O)Cc1cccc2ccccc12,-1,/,17,2,i,6.8,6,0,4.1,5
CC(C)Oc1cccc(C(=O)Nc2nnc([C@H]3C[C@H](O)[C@@H](CO)O3)s2)c1,/,/,/,1,-0.3,-1.5,/,9,/,/
CCOc1cc(S(=O)(=O)NCC2CCCO2)ccc1F (centres undefined),-5,-6,8,1,i,-1.0,0,7,0.4,-5
O=C(O)c1ccc2c(c1)S(=O)(=O)c1cc(Cl)ccc1C2=O,6,-3,/,-3,-0.3,-1.2,/,2,0.7,5
COCCn1c(NCc2ccco2)nc2c1c(=O)[nH]c(=O)n2C,-12,-8,21,-1,-0.3,/,2,7,2.9,-3
CC(=O)N(c1c(C)n(C)n(-c2ccccc2)c1=O)C1(C(=O)NC2CCCCC2)CCCCC1,2,-7,19,-1,-17,-0.6,-4,10,0.4,-9
Cc1ccccc1S(=O)(=O)Cc1ccc(C(=O)NCCCN2CCN(C)CC2)o1,3,-8,-8,2,-0.2,1.4,-4,5,-0.5,1
COC(=O)C(C)N(C(=O)c1ccc(C(=O)c2ccccc2)cc1)c1c(C)cccc1C (centres undefined),2,-11,13,-8,-0.3,-0.2,-2,2,-0.2,-7
COc1ccc(-c2nc(SC(CC(=O)NCCO)c3cccs3)n[nH]2)cc1 (centres undefined),-2,4,14,-1,i,/,3,2,0.0,4
CN(Cc1cc(Cl)cc(Cl)c1)CC(C(=O)c1ccccc1)c1ccccc1 (centres undefined),-1,-18,/,0,/,/,/,3,/,/
CC(C)C(C(=O)NCc1ccco1)N(Cc1ccco1)C(=O)CNS(=O)(=O)c1ccc(F)cc1 (centres undefined),6,-3,17,1,-0.3,-1.1,1,-1,0.1,-5
CC(=O)/C(=N\Nc1ccccc1)Sc1nnc(-c2ccccc2)n1-c1ccccc1,3,/,-12,3,-0.6,/,-2,11,1.0,-8
CCOC(=O)c1cc(-c2ccccc2)sc1NC(=O)CN1C(=O)NC(CC)(c2ccc(F)cc2)C1=O (centres undefined),-10,6,19,0,-0.7,/,0,7,0.2,-33
O=C(O)c1ccccc1-c1ccccc1C(=O)Nc1ccc2oc(=O)c3ccccc3c2c1,-1,/,/,3,i,1.1,/,17,/,/
O=S(=O)(Nc1cccc(Cl)c1)c1cccc(-n2cnnn2)c1,4,-10,/,0,3.3,6.3,/,5,3.3,-12
Cc1ccc(CNC(=O)c2ccc(N3CCC4(CC3)CC(c3ccccc3)=NO4)c(NC(=O)c3ccco3)c2)cc1,-25,9,-10,-1,i,-3.7,9,12,0.7,-39
Cc1cccc(N2C(=O)N3[C@H]4c5ccccc5OC[C@@H]4[C@@H](c4ccccc4)[C@@]3(C)C2=O)c1,3,-1,/,2,-0.7,-1.1,/,-13,-0.6,-2
O=C1c2ccccc2S(=O)N1c1cccc(F)c1 (centres undefined),3,/,/,-1,-0.2,0.9,/,-9,/,/
CCNCc1cc([N+](=O)[O-])ccc1OCC,3,0,23,3,i,/,7,22,4.3,7
O=C(c1ccccc1)N1CCN(CC2CC=CCC2)CC1 (centres undefined),4,-5,-8,0,-1.2,-1.8,-5,8,-2.9,-2
CCOC(=O)c1c(/N=C/c2ccc(C)cc2O)sc2c1CCC2,-15,/,-21,-4,-0.2,/,-1,10,1.3,3
Oc1ccccc1/C=N/Nc1cc(N2CCCC2)nc(N2CCCC2)n1,12,/,60,1,-0.2,-2.7,4,21,-0.5,-30
Cc1ccc(CC(=O)OCC(=O)c2ccc[nH]2)cc1C,2,-3,/,3,-7.1,-0.6,/,4,0.3,1
CCC(=O)c1ccc(OCC(=O)c2ccc3c(c2)NC(=O)CO3)cc1,1,-9,-7,1,-0.2,/,1,6,-1.5,-3
Cc1ccc(S(=O)(=O)N(C)c2ccc(C(=O)N(C)Cc3nc4ccccc4c(=O)[nH]3)cc2)cc1,-1,10,/,2,i,-1.6,/,13,/,/
COc1cccc(-c2nc(N3CCC(C)CC3)c3ccccc3n2)c1O,-20,-4,19,3,10,-0.5,-4,29,1.6,1
COn1c(=O)c(-c2ccc(Cl)cc2)[n+]([O-])c2ccccc21,7,-12,0,2,/,-0.3,-3,14,-3.0,4
Cc1cc(=O)oc2cc3c(cc12)OCCN3,3,-9,30,+,1.0,-1.9,1,18,3.2,-9
COCc1cc(/C=N\NC(=O)COc2ccccc2)ccc1OC,9,/,4,2,-0.2,/,-3,2,-1.1,-1
COc1ccc(S(=O)(=O)N2CCN(C)CC2)cn1,4,5,13,-1,-1.7,1.0,3,-4,-0.9,-5
Cc1ccc(CN2CN(S(=O)(=O)c3cccs3)c3nc4ccccc4nc32)cc1,-6,-10,24,8,/,0.5,1,14,-2.9,-4
CCC1(CC)NC(=S)NC1=S,-6,-1,/,-2,i,-0.2,/,3,/,/
NC(c1csc(Nc2ccccn2)n1)c1ccccc1Cl (centres undefined),/,/,/,6,-0.4,-4.7,/,9,/,/
CCCc1cc(=O)[nH]c(SCC(=O)NC2CCCCC2)n1,9,-4,5,4,i,-2.5,1,8,1.0,-1
CCCC(C)(C)C(=O)N1CCC1(C)C(=O)Nc1cccc(OC)c1 (centres undefined),/,/,/,-1,i,0.9,/,-1,/,/
O=C(Nc1nccs1)C1CCN(S(=O)(=O)c2cccnc2)CC1,7,-3,9,1,/,0.0,/,-1,0.7,-4
COC(=O)/C(=C\Nc1ccc(Cl)cc1Cl)NC(=O)c1ccc(Cl)cc1Cl,-10,-13,0,0,i,0.5,6,27,-0.4,-9
Clc1ccc(OCc2nc3ccccc3[nH]2)cc1,7,-9,12,-1,i,0.3,0,-1,-1.5,-7
CC(C)CCN1C(N(C)C)=NC[C@@H]1C,3,-4,/,-2,26*,-0.4,/,-6,-1.0,1
CCOC(=O)Nc1ccc2c(c1)N(C(=O)CN)c1ccccc1CC2,-6,19,1,2,i,-0.8,-2,2,0.2,-1
CC(=O)NCCNS(=O)(=O)c1ccc(C)c([N+](=O)[O-])c1,-2,-1,12,3,0.7,/,5,10,-2.3,-7
O=C(c1cc2ccccc2cc1OCC(O)CN1CCCCC1)N1CCCCC1 (centres undefined),-3,-2,34,-1,-0.2,-1.2,0,3,/,/
Cc1noc(C(=O)Nc2ccc(F)c(Cl)c2)c1Cl,-5,-17,-28,0,-0.4,/,-1,0,-3.1,61*

Reformatted with two lines to a compound: entries from further up.
Order of values: MazF activator	PriA SSB inh	DUSP3 inh	FBA Mtb inh	BH1578 lux ind	Mtb BioA inh	3CLpro inhibitor	GDH-TPI counter	UGM FP inh	Rv3671c protease
CCCC(C)(C)C(=O)N1CCC1(C)C(=O)Nc1cccc(OC)c1 (centres undefined)
  /	/	/	-1	i	0.9	/	-1	/	/
O=C(Nc1nccs1)C1CCN(S(=O)(=O)c2cccnc2)CC1
  7	-3	9	1	/	0.0	/	-1	0.7	-4
COC(=O)/C(=C\Nc1ccc(Cl)cc1Cl)NC(=O)c1ccc(Cl)cc1Cl
  -10	-13	0	0	i	0.5	6	27	-0.4	-9
Clc1ccc(OCc2nc3ccccc3[nH]2)cc1
  7	-9	12	-1	i	0.3	0	-1	-1.5	-7
CC(C)CCN1C(N(C)C)=NC[C@@H]1C
  3	-4	/	-2	26*	-0.4	/	-6	-1.0	1

The results go on.
smiles,MazF activator,PriA SSB inh,DUSP3 inh,FBA Mtb inh,BH1578 lux ind,Mtb BioA inh,3CLpro inhibitor,GDH-TPI counter,UGM FP inh,Rv3671c protease
C=CCNc1nc2c(c(=O)[nH]c(=O)n2C)n1CCOc1ccccc1,5,-16,0,-2,i,-1.0,-1,3,-2.6,0
COc1ccc(NC(C)=O)cc1S(=O)(=O)Nc1ccccc1C(=O)N1CCCC1,-3,12,22,0,-0.4,/,-4,1,-0.5,3
CCn1c(C)nc2cc(C(=O)NNC(=S)Nc3ccccc3Cl)ccc21,2,-10,13,-2,-0.6,0.2,2,14,2.0,10
COC(=O)/C(C#N)=C/c1c(N2CCCCCC2)nc2ccccn2c1=O,5,14,10,0,i,2.0,2,7,-0.1,2
